Screening results (PubChem)
CSM14.1 death rescue: protection against thapsigargin-triggered cell killing – 384-well, CSM14.1, ATP luminescence, primary screen (AID 1222). 190,000 tested, under 10 active. CSM14.1 thapsigargin-induced death rescue, ATP luminescence; higher % means a stronger effect. cellular ATP content (survival), % at 20 µM; hits with a dose series show EC50 in µM;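 active means EC50 below 50 µM in the dose-response confirmation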;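 further: death triggered by thapsigargin at about 15 µM added after 2 h compound pretreatment; cell ATP read after overnight thapsigargin exposure of roughly 18 to 22 hours; normalized against plate controls of thapsigargin alone and 5% DMSO vehicle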
KOR beta-arrestin-1: KOR antagonists, beta-arrestin recruitment, cell-based, luminescence, uHTS (AID 1778); 0.091% of 290,000 active; KOR beta-arrestin recruitment, luminescence, antagonist mode; higher % means a stronger effect; inhibition, % at 10 µM; hits with a dose series show IC50 in µM; further: strong numbers were not always called active
GPR55 activation: GPR55 agonists via beta-arrestin recruitment, primary screen, imaging, U2OS cells, beta-arrestin-GFP redistribution (AID 1961); U2OS GPR55 beta-arrestin-GFP redistribution imaging; higher % means a stronger effect; activation, % at 10 µM; hits with a dose series show EC50 in µM; 0.048% of 290,000 active;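 active means activation above 40% with more than 50 cells counted in the well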;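 further: U2OS osteosarcoma cells stably expressing GPR55 and beta-arrestin-GFP; plate controls were DMSO negative control for no effect and LPI positive control for full effect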
NOD2 inhibition: NOD2 signaling inhibitors, cell-based, luminescence, uHTS, HEK293 (AID 1566) | HEK293 NOD2/NF-kB luciferase reporter, luminescence; higher % means a stronger effect | inhibition, % at 4 µM; hits with a dose series show EC50 in µM | 0.63% of 290,000 active; further: many of its hits are not listed in these tables
Yfh1-depleted yeast: mitochondrial function rescue without frataxin homolog – Friedreich's ataxia, plus single-dose screen, dose response (AID 1465); fold induction at 50 µM; hits with a dose series show EC50 in µM; S. cerevisiae Yfh1-off respiration, WST-1 reduction, 72 h; higher fold induction means a stronger effect; 0.074% of 220,000 active;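 active means fold induction of absorbance versus untreated yeast above a set limit, then at least 30% activation at any dose in follow-up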;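 further: activators that raise dye reduction in frataxin-depleted yeast; strong numbers were not always called active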
NOD1 inhibition: inhibition of NOD1-driven NF-kB reporter – cell-based, luminescence, uHTS, primary screen (AID 1578); NOD1-driven NF-kB luciferase reporter cells, luminescence; higher % means a stronger effect; inhibition, % at 4 µM; hits with a dose series show EC50 in µM; 1% of 290,000 active; in the data active means inhibition mostly above about 36%, no sharp cut-off; inactive means mostly below about 34%;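 further: HEK-293T reporter cells stimulated with the NOD1 agonist gamma-tri-DAP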
TNAP activators: stimulation of alkaline phosphatase TNAP activity – biochemical, luminescent, no phosphate acceptor, uHTS, primary screen (AID 1001); purified TNAP, luminescent activation assay, no phosphate acceptor; higher activation fold means a stronger effect; one-dose activation fold at 20 µM; EC50 in µM for titrated hits; 0.03% of 200,000 active; in the data active means activation fold from about 3, or a potency from the dose series; inactive means the rest, 99 in 100 with activation fold below about 1.6; further: many of its hits are not listed in these tables
NTR1 ag: agonists of NTR1, primary screen, imaging, U2OS cells, beta-arrestin-GFP, high content (AID 493036); P30989; NTR1-U2OS beta-arrestin-GFP spot imaging, agonist mode; activation, % at 20 µM; 0.17% of 330,000 active;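 active means activation at or above 40% of the spot to cytoplasm intensity ratio, with at least 20 cells analyzed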;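 further: 0% = DMSO without peptide and 100% = 100 nM NTR1 peptide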
Target sequence (P30989 whole entry, looked up): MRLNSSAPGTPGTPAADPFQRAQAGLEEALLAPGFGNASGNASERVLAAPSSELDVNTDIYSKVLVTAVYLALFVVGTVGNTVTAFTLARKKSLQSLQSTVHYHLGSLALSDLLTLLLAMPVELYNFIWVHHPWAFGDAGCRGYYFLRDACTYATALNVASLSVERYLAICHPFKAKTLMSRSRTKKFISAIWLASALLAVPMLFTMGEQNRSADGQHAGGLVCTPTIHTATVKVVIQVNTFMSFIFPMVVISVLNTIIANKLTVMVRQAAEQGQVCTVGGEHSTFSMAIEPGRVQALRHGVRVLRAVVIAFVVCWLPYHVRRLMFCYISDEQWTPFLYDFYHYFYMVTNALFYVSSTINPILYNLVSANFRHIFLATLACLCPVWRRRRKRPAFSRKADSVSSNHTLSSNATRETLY
KOR beta-arrestin-2: KOR agonists, beta-arrestin recruitment, primary screen, cell-based, luminescence, uHTS (AID 1777) | KOR beta-arrestin recruitment, luminescence; higher % means a stronger effect | activation, % at 10 µM, or EC50 in µM where a hit was titrated | 0.02% of 280,000 active; in the data active means activation above about 50%, passing the limit was not always enough; further: a part of the inactive calls stands beside numbers as strong as those of hits
NTR1 ag cell count 20 µM: also measured in NTR1 ag; calls as there; cell count; measured here: cell count, cytotoxicity flag
Starred values were filed as active, the others as inactive; & = joins results of further samples; [ ] = dose if it differs, or a comment. Unless noted, no stated cut-off is given here; in the data, active means inhibition above about 50%; inactive means the rest. The list is partial; the hit share may differ from the screen's.

How did Cn1c(=S)[nH]c2c(c1=O)C(C)(C)Cc1ccccc1-2 do in these assays?
CSM14.1 death rescue: -1.0%; KOR beta-arrestin-1: 2%; GPR55 activation: -0.5%; NOD2 inhibition: 7%; Yfh1-depleted yeast: inactive; NOD1 inhibition: 7%; TNAP activators: 1; KOR beta-arrestin-2: -3.0%

How did c1ccc2c(CSc3nnc(-c4ccncc4)o3)cccc2c1 do in these assays?
CSM14.1 death rescue: -1.3%; KOR beta-arrestin-1: -20%; GPR55 activation: -0.3%; NOD2 inhibition: 4%; Yfh1-depleted yeast: inactive; TNAP activators: 1; NTR1 ag: 10; KOR beta-arrestin-2: 3.1%; NTR1 ag cell count 20 µM: 87

Results for O=C(NCCN1C(=O)S/C(=C\c2ccc(F)cc2)C1=O)c1cccc(S(=O)(=O)N2CCOCC2)c1 ?
CSM14.1 death rescue: -2.0%; KOR beta-arrestin-1: -30%; GPR55 activation: 0.2%; NOD2 inhibition: 5%; Yfh1-depleted yeast: inactive; NOD1 inhibition: 22%; TNAP activators: 1; NTR1 ag: 2.7; KOR beta-arrestin-2: 0.2%; NTR1 ag cell count 20 µM: 53

What do the screens show for `O=C(NCc1ccncc1)C(=O)N/N=C/c1ccccc1OCc1ccccc1`?
CSM14.1 death rescue: 0.5%; KOR beta-arrestin-1: -6%; GPR55 activation: 0.0%; NOD2 inhibition: 7%; Yfh1-depleted yeast: inactive; NOD1 inhibition: -20%; TNAP activators: 1.4; NTR1 ag: 0.7; KOR beta-arrestin-2: -6.7%; NTR1 ag cell count 20 µM: 37

How did Nc1nonc1-c1noc(N2CCCCC2)n1 do in these assays?
CSM14.1 death rescue: -1.9%; KOR beta-arrestin-1: -3%; GPR55 activation: -0.2%; NOD2 inhibition: -60%; Yfh1-depleted yeast: inactive; NOD1 inhibition: -75%; TNAP activators: 1.1; NTR1 ag: 0.6; KOR beta-arrestin-2: -1.4%; NTR1 ag cell count 20 µM: 45

Results for Cc1ccc(Nc2c(-c3ccco3)nc3ccccn23)cc1 ?
CSM14.1 death rescue: -2.5%; KOR beta-arrestin-1: -33%; GPR55 activation: 0.5%; NOD2 inhibition: -5%; Yfh1-depleted yeast: inactive; NOD1 inhibition: -3%; TNAP activators: 1.1; NTR1 ag: 2.3; KOR beta-arrestin-2: -3.2%; NTR1 ag cell count 20 µM: 62

How did CCOC(=O)c1c(N)sn(-c2ccccc2C)c1=S do in these assays?
CSM14.1 death rescue: -0.3%; KOR beta-arrestin-1: -15%; GPR55 activation: -0.3%; NOD2 inhibition: 4%; Yfh1-depleted yeast: inactive; NOD1 inhibition: -6%; TNAP activators: 1.2; NTR1 ag: -0.5; KOR beta-arrestin-2: 2.7%; NTR1 ag cell count 20 µM: 39

What do the screens show for `CC1C=CCC2C(=O)N(c3cccc(C(=O)NCCc4ccccc4)c3)C(=O)C12` (stereo not drawn)?
KOR beta-arrestin-1: 7%; GPR55 activation: -0.3%; NOD2 inhibition: 8%; NOD1 inhibition: -11%; NTR1 ag: 0.1; KOR beta-arrestin-2: -3.0%; NTR1 ag cell count 20 µM: 84

How did Cc1cc(Nc2cnc3ccccc3n2)n(-c2ccccc2)n1 do in these assays?
CSM14.1 death rescue: -0.8%; KOR beta-arrestin-1: -29%; GPR55 activation: -0.1%; NOD2 inhibition: -14%; Yfh1-depleted yeast: inactive; NOD1 inhibition: 39%; TNAP activators: 0.9; NTR1 ag: 0.9; KOR beta-arrestin-2: 3.2%; NTR1 ag cell count 20 µM: 52

How did CSc1ccc(NC(=O)Nc2ccc(C(=O)NCC(=O)O)cc2)cc1 do in these assays?
KOR beta-arrestin-1: 14%; GPR55 activation: -0.2%; NOD2 inhibition: 2%; Yfh1-depleted yeast: inactive; NOD1 inhibition: 1%; NTR1 ag: 0.4; KOR beta-arrestin-2: 2.6%; NTR1 ag cell count 20 µM: 109

How did CCOc1ccc(-c2c(C(=O)N/N=C/c3ccc(O)cc3)nnn2-c2nonc2N)cc1 do in these assays?
KOR beta-arrestin-1: 7%; GPR55 activation: -0.1%; NOD2 inhibition: -4%; Yfh1-depleted yeast: inactive; NOD1 inhibition: -8%; NTR1 ag: 10; KOR beta-arrestin-2: 3.0%; NTR1 ag cell count 20 µM: 59

How did O=C(Nc1ccc2c(c1)CCC2)c1cccc(F)c1 do in these assays?
CSM14.1 death rescue: -5.0%; KOR beta-arrestin-1: -19%; GPR55 activation: -0.1%; NOD2 inhibition: -107%; Yfh1-depleted yeast: inactive; NOD1 inhibition: -50%; TNAP activators: 1; NTR1 ag: -2.0; KOR beta-arrestin-2: 2.2%; NTR1 ag cell count 20 µM: 63

Results for NC(=S)Nc1cc(Cl)ccc1Cl ?
KOR beta-arrestin-1: -26%; GPR55 activation: -0.1%; NOD2 inhibition: 7%; Yfh1-depleted yeast: inactive; NOD1 inhibition: -3%; NTR1 ag: 2.1; KOR beta-arrestin-2: 0.1%; NTR1 ag cell count 20 µM: 57

What do the screens show for `C/C(=N\O)C(C)(C)Nc1ccccc1F`?
KOR beta-arrestin-1: 16%; GPR55 activation: 0.6%; NOD2 inhibition: 0%; Yfh1-depleted yeast: inactive; NOD1 inhibition: -10%; NTR1 ag: 1.0; KOR beta-arrestin-2: 1.5%; NTR1 ag cell count 20 µM: 55

Results for COc1ccccc1NC(=O)Cc1csc(NC(=O)c2ccccc2)n1 ?
CSM14.1 death rescue: 1.3%; KOR beta-arrestin-1: -44%[20 µM]; GPR55 activation: -0.1%; NOD2 inhibition: 26%; Yfh1-depleted yeast: inactive; NOD1 inhibition: -23%; TNAP activators: 1.1; NTR1 ag: 5.9; NTR1 ag cell count 20 µM: 38

What do the screens show for `O=C(Cn1nc(C(F)F)cc1C(F)F)NNC(=S)Nc1ccc([N+](=O)[O-])cc1`?
CSM14.1 death rescue: 2.0%; KOR beta-arrestin-1: 10%; GPR55 activation: 0.5%; NOD2 inhibition: -5%; Yfh1-depleted yeast: inactive; NOD1 inhibition: -48%; TNAP activators: 2; NTR1 ag: 1.1; KOR beta-arrestin-2: -4.4%; NTR1 ag cell count 20 µM: 52

How did CSC1=C(C#N)C(c2ccncc2)C(C(=O)Nc2ccccc2)=C(C)N1 (stereo not drawn) do in these assays?
CSM14.1 death rescue: 0.4%; KOR beta-arrestin-1: 8%; GPR55 activation: -0.3%; NOD2 inhibition: 24%; Yfh1-depleted yeast: inactive; NOD1 inhibition: -16%; TNAP activators: 1.1; NTR1 ag: -1.0; KOR beta-arrestin-2: -3.0%; NTR1 ag cell count 20 µM: 53

What do the screens show for `O=C(CN1CCN(C(=O)C2CCCO2)CC1)Nc1ccc(Cl)c(Cl)c1` (stereo not drawn)?
KOR beta-arrestin-1: -12%; GPR55 activation: -0.2%; NOD2 inhibition: -1%; NOD1 inhibition: -21%; NTR1 ag: -0.3; KOR beta-arrestin-2: -1.5%; NTR1 ag cell count 20 µM: 60

What do the screens show for `CCc1ccc(C2C(C#N)=C(N)N(N3CCOCC3)C3=C2C(=O)CC(C)(C)C3)s1` (stereo not drawn)?
CSM14.1 death rescue: -0.4%; KOR beta-arrestin-1: -17%; GPR55 activation: -0.7%; NOD2 inhibition: 13%; Yfh1-depleted yeast: inactive; NOD1 inhibition: -6%; TNAP activators: 1.1; NTR1 ag: -0.1; KOR beta-arrestin-2: -1.4%; NTR1 ag cell count 20 µM: 37

How did O=C1OC(c2ccccc2)=C/C1=C/c1cccs1 do in these assays?
CSM14.1 death rescue: -6.2%; KOR beta-arrestin-1: 14%; GPR55 activation: -0.2%; NOD2 inhibition: -4%; Yfh1-depleted yeast: inactive; NOD1 inhibition: -32%; TNAP activators: 1; NTR1 ag: 4.4; KOR beta-arrestin-2: 8.1%; NTR1 ag cell count 20 µM: 49

How did CCN=c1scc(-c2ccc3c(c2)NC(=O)CO3)n1N=C1CCCC1 do in these assays?
CSM14.1 death rescue: 5.7%; KOR beta-arrestin-1: 15%; GPR55 activation: -0.2%; NOD2 inhibition: 48%; Yfh1-depleted yeast: inactive; NOD1 inhibition: 52%; TNAP activators: 1.1; NTR1 ag: 2.6; KOR beta-arrestin-2: 2.3%; NTR1 ag cell count 20 µM: 46

Results for CC1=CC(C)=Nc2ccc(C)cc2N1 ?
CSM14.1 death rescue: 1.4%&0.2%; KOR beta-arrestin-1: 26%&-10%; GPR55 activation: 0.2%&-0.1%; NOD2 inhibition: -78%&-7%; Yfh1-depleted yeast: inactive; NOD1 inhibition: -54%&-46%; TNAP activators: 1.1&1.1; NTR1 ag: -0.8&0.1; KOR beta-arrestin-2: -0.5%&16%; NTR1 ag cell count 20 µM: 41&75

What do the screens show for `O=C1CC(N2CCC(c3nc4ccccc4o3)CC2)C(=O)N1c1ccc(Cl)c(C(F)(F)F)c1` (stereo not drawn)?
CSM14.1 death rescue: 0.6%; KOR beta-arrestin-1: 10%; GPR55 activation: -0.1%; NOD2 inhibition: 7%; Yfh1-depleted yeast: inactive; NOD1 inhibition: -5%; TNAP activators: 1; NTR1 ag: 2.8; KOR beta-arrestin-2: 15%; NTR1 ag cell count 20 µM: 50

Results for CCC1(CC)C(=O)NN(c2ccccc2)C1=O ?
CSM14.1 death rescue: 1.1%; KOR beta-arrestin-1: -44%; GPR55 activation: -0.2%; NOD2 inhibition: 5%; Yfh1-depleted yeast: inactive; NOD1 inhibition: -35%; TNAP activators: 1.1; NTR1 ag: 2.0; KOR beta-arrestin-2: 0.2%; NTR1 ag cell count 20 µM: 55

3 compounds from above, ordered by heavy-atom count, ascending.
What do the screens show for `O=C(Cn1nc(C(F)F)cc1C(F)F)NNC(=S)Nc1ccc([N+](=O)[O-])cc1`?
CSM14.1 death rescue: 2.0%; KOR beta-arrestin-1: 10%; GPR55 activation: 0.5%; NOD2 inhibition: -5%; Yfh1-depleted yeast: inactive; NOD1 inhibition: -48%; TNAP activators: 2; NTR1 ag: 1.1; KOR beta-arrestin-2: -4.4%; NTR1 ag cell count 20 µM: 52

What do the screens show for `CCc1ccc(C2C(C#N)=C(N)N(N3CCOCC3)C3=C2C(=O)CC(C)(C)C3)s1` (stereo not drawn)?
CSM14.1 death rescue: -0.4%; KOR beta-arrestin-1: -17%; GPR55 activation: -0.7%; NOD2 inhibition: 13%; Yfh1-depleted yeast: inactive; NOD1 inhibition: -6%; TNAP activators: 1.1; NTR1 ag: -0.1; KOR beta-arrestin-2: -1.4%; NTR1 ag cell count 20 µM: 37

What do the screens show for `O=C1CC(N2CCC(c3nc4ccccc4o3)CC2)C(=O)N1c1ccc(Cl)c(C(F)(F)F)c1` (stereo not drawn)?
CSM14.1 death rescue: 0.6%; KOR beta-arrestin-1: 10%; GPR55 activation: -0.1%; NOD2 inhibition: 7%; Yfh1-depleted yeast: inactive; NOD1 inhibition: -5%; TNAP activators: 1; NTR1 ag: 2.8; KOR beta-arrestin-2: 15%; NTR1 ag cell count 20 µM: 50
